Bioassay records deposited in PubChem by several laboratories.
GPR7 antag – blocks human GPR7 receptor signaling; P48145; GPR7-expressing cells, fluorescence antagonist assay; inhibition, % at 4.4 µM; hit rate 1.1% among 290,000; AID 1861; in the data active = inhibition above about 16%, passing the limit was not always enough;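 also: cells stimulated with the agonist NPW; 0% = agonist with vehicle and 100% = vehicle without agonist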
Target sequence (P48145 whole entry, looked up): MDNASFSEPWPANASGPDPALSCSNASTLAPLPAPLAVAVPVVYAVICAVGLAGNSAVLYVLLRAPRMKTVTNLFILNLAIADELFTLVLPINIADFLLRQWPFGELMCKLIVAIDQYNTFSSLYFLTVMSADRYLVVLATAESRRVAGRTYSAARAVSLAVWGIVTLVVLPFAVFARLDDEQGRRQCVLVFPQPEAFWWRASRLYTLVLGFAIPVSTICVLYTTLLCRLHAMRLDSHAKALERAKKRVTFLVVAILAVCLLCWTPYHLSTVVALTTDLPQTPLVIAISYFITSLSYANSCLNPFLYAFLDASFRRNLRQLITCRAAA
PHOSPHO1 block – inhibitors of human PHOSPHO1 phosphatase; Q8TCT1; recombinant PHOSPHO1, absorbance phosphatase assay; inhibition, % at 13.3 µM; hit rate 1.1% among 290,000; in the data active = inhibition above about 60%
Target sequence (Q8TCT1 whole entry, looked up): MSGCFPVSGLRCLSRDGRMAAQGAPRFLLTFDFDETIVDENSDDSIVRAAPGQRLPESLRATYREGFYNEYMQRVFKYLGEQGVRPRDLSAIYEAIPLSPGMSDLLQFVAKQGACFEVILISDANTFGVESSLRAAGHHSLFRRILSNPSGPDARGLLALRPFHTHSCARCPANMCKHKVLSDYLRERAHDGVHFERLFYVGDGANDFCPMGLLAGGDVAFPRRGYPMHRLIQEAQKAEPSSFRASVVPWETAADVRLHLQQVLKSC
DNA FID counter – fluorescent intercalator displacement, NS3 helicase counter-screen; hit rate 0.17% among 290,000; inhibition, % at 7.9 µM; DNA fluorescent intercalator displacement, fluorescence; AID 1845; in the data active = inhibition above about 37%;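 also: 0% = vehicle and 100% = reference compound; higher means more ethidium bromide displaced from hairpin DNA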
VIM-2 inhibitor – inhibitors of Pseudomonas aeruginosa VIM-2 metallo-beta-lactamase; inhibition, % at 5.6 µM; purified VIM-2, nitrocefin hydrolysis, epi-absorbance fluorescence; hit rate 0.89% among 290,000;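 active = inhibition above the mean of all tested compounds plus 3 SD, cutoff set per screening run, cut at about 7.5% in these data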;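 also: red hydrolysis product quenches plate fluorescence so inhibitors raise well fluorescence; 0% = enzyme with DMSO and 100% = DMSO without enzyme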
IMP-1 inh – blocks Pseudomonas aeruginosa IMP-1 metallo-beta-lactamase; AID 1556; hit rate 0.45% among 290,000; inhibition, % at 5.6 µM; purified IMP-1, nitrocefin hydrolysis, epi-absorbance fluorescence;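 active = inhibition above the mean plus 3 SD of all compounds in the same screening run, cut at about 4.5% in these data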;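 also: 0% = IMP-1 with DMSO and 100% = DMSO wells lacking enzyme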
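system = purified recombinant IMP-1 beta-lactamase | amount = 0.2 nM IMP-1, as dispensed | medium = HEPES buffer pH 7.1 with ZnSO4 and Brij 35 | times = 25 °C, 15 min preincubation, 25 min reaction | detection = plate fluorescence quenching by hydrolysis product, ex 480/em 530 nm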
OXTR agonist – activates the human oxytocin receptor. CHO-OTR cells, Fluo-8 calcium fluorescence; normalized: DMSO 0%, oxytocin 100%. activation, % at 3 µM. hit rate 0.32% among 320,000;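 active = activation above the mean of all tested compounds plus 3 SD, cutoff set per screening run, cut at about 20% in these data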;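 also: peak over basal fluorescence ratio from a 100 s FLIPR kinetic read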
GalR3 antagonist – antagonists of human GalR3. HEK293 GalR3-CNG cAMP membrane potential fluorescence; galR3 body fused to GalR1 C-terminus. inhibition, % at 3 µM. hit rate 0.44% among 360,000;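 active = inhibition above the screen-wide average plus 3 SD, cut at about 13% in these data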;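 also: forskolin and galanin both at EC90 stimulate the cells; cAMP rise reported by CNG channel membrane potential dye signal; 0% = forskolin plus galanin with DMSO and 100% = forskolin alone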
Target sequence (O60755 1-299 limits assumed): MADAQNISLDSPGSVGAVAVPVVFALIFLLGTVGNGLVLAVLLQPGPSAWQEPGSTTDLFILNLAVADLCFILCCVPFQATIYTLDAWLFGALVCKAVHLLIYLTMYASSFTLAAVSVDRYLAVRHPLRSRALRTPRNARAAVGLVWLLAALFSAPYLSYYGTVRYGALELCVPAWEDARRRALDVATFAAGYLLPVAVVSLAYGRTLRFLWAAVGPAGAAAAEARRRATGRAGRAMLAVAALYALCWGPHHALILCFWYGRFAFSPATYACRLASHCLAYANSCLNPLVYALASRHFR
V1aR counter – V1a receptor agonism, counter-screen for OXTR agonists | P37288 | CHO-V1R cells, Fluo-8 calcium fluorescence, agonist mode; 0% DMSO, 100% 3 nM vasopressin | AID 2797 | activation, % at 3 µM | hit rate 0.25% among 320,000;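 active = activation above the mean activation of all tested compounds plus 3 SD, per screening run, cut at about 20% in these data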;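 also: signal is peak over basal fluorescence ratio across a 100 second FLIPR read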
NS3 helicase inh – inhibitors of Hepatitis C virus NS3 helicase; NS3 helicase DNA unwinding, Cy5 molecular beacon fluorescence; hit rate 0.56% among 290,000; AID 1800; inhibition, % at 10.9 µM;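 active = inhibition above the mean of all tested compounds plus 3 SD, set per campaign, cut at about 35% in these data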;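 also: 0% = DMSO wells and 100% = thioflavine S control wells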
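Test system: hepatitis C virus NS3 helicase domain fragment enzyme. Also added: annealed dual-labelled DNA beacon duplex, ATP-started. Timing: 60 min unwinding reaction at 25 °C after ATP addition. Technique: Cy5 fluorescence. Measure: % inhibition of unwinding.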
The depositor's hits bear a star; . = not tested or not shown.

SMILES | GPR7 antag | PHOSPHO1 block | DNA FID counter | VIM-2 inhibitor | IMP-1 inh | OXTR agonist | GalR3 antagonist | V1aR counter | NS3 helicase inh
NC(=O)CC(NC(=O)c1ccccc1)c1ccc(NC2CCN(Cc3ccccc3)CC2)c([N+](=O)[O-])c1 (stereo unspecified) | 2 | 4 | 6 | -2.2 | -2.0 | 2.1 | -5 | 1.8 | -14
O=C1c2cccc(OCC(=O)N3CCCc4ccccc43)c2CCN1Cc1ccc(F)cc1 | 28* | 1 | -37 | -0.9 | -6.7 | 4.3 | -3 | 4.8 | -3
N/C(=N\OC(=O)Cc1cccs1)c1ccc([N+](=O)[O-])cc1 | 4 | 21 | -3 | -2.2 | -2.7 | -3.0 | 1 | 0.2 | 5
CCC1C(=O)NCCN1C(=O)c1ccc2nc(Cc3ccc(OC)cc3)oc2c1 (stereo unspecified) | 10 | 0 | -20 | -2.2 | -5.7 | -0.1 | -1 | 0.8 | 7
COc1ccc2cc3cc(C(=O)N4CCCCCC4)oc3nc2c1 | 5 | -140 | -50 | 3.4 | -1.9 | -1.7 | . | -1.0 | -8
CC(C)Cn1c(-c2cccnc2)nc2c1c(=O)[nH]c(=O)n2CC(C)C | -3 | -3 | -22 | 0.3 | -2.5 | 0.1 | -8 | -1.1 | -3
Cc1nc2cc(C(=O)O)ccc2s1 | 2 | 4 | 3 | -3.2 | -3.7 | 0.7 | 0 | 0.1 | 1
COc1cccc2sc(NNC(=O)C3=COCCO3)nc12 | -13 | 12 | -8 | -1.8 | -4.2 | -0.4 | -2 | -1.8 | -2
Cc1cccc(NC(=O)c2cc(S(=O)(=O)N3CCCCC3)c[nH]2)c1C | -1 | 15 | -33 | -0.7 | 0.1 | -0.9 | 1 | -0.4 | -12
Cc1ccc(CSC2=NCCN2C(=O)C2CC2)cc1 | 0 | -10 | 0 | -4.2 | -3.3 | 0.0 | 1 | 0.4 | 6
CC(C)(C)CC(=O)Nc1ccccc1N1CCN(c2ccc(F)cc2)CC1 | -2 | 30 | -35 | -0.7 | -2.1 | -1.9 | -13 | -0.5 | -8
NC(=O)c1ccccc1-c1nc(-c2ccccc2)no1 | -12 | 0 | -1 | 1.4 | 0.4 | -0.1 | -2 | 0.8 | 0
Cc1ccccc1NC(=O)CC(C)S(=O)(=O)c1ccc2c(c1)NC(=O)CO2 (stereo unspecified) | 1 | 10 | -11 | 1.3 | -0.2 | 0.3 | 4 | 7.8 | 14
CCCc1ccc(OCc2ccccc2)c2c(=O)cc(C(=O)OCC)oc12 | -17 | 25 | -3 | -2.9 | -2.7 | 0.6 | 4 | 1.6 | -1
CCOC(=O)c1c(NC(=O)CCCC(=O)O)sc2c1CCC2 | -8 | 37 | -9 | -1.4 | -3.3 | 1.1 | -5 | 1.0 | 1
Cc1coc2c(C)c3oc(=O)c(CC(=O)N[C@@H](CC(C)C)C(=O)O)c(C)c3cc12 | -13 | . | -21 | 2.8 | -0.6 | 1.8 | -14 | 1.5 | 15
O=C(CSc1nccn1Cc1ccc(F)cc1)NC1CCCC1 | 2 | 53 | -19 | -1.4 | -3.7 | 0.5 | -3 | 0.8 | 0
O=C(c1ccc(Cl)cc1)C1CCN(C(=O)c2ccc(F)cc2)CC1 | 20 | . | -39 | 1.2 | 0.5 | 5.0 | -3 | 7.6 | -13
COc1ccccc1CCNC(=O)C(=O)NCC1OCCN1S(=O)(=O)c1ccc([N+](=O)[O-])cc1 (stereo unspecified) | 0 | 47 | -21 | -7.9 | -3.8 | -0.1 | -7 | 3.1 | 6
COc1ccc2c(c1OC)C(=O)OC2N1C(=O)CC[C@H]1C(=O)Nc1ccc2c(c1)OCO2 (stereo partly specified) | 4 | 3 | -4 | -2.4 | -3.8 | 0.3 | -4 | -1.1 | -5
CC(NS(=O)(=O)c1ccc2c(c1)c(=O)n(C)c(=O)n2C)C(=O)NC1CCCCC1 (stereo unspecified) | -13 | 18 | -10 | -2.5 | -3.2 | -0.4 | -6 | 0.2 | 4
COCCn1c(COc2cccc(OC)c2)nnc1SCC(=O)NC1CCCCC1 | 2 | 23 | -39 | -3.9 | -2.6 | -1.9 | -8 | 0.1 | -5
Clc1ccc(OCCN2CCCCC2)cc1Cl | 1 | -8 | 12 | -4.3 | -0.9 | 0.3 | -11 | 2.1 | -11
CC(=O)Nc1cccc(OCCCNC(=O)C2CCC2)c1 | -8 | 0 | -4 | -2.4 | -3.0 | 0.5 | -1 | 0.1 | 6
COc1ccc(/C=C/C(=O)OCC(=O)NCc2ccco2)c(OC)c1 | -1 | -2 | -8 | 0.1 | -3.1 | -2.0 | -2 | -0.7 | 0

The list goes on, starting with the last 3 of the part before.
SMILES | GPR7 antag | PHOSPHO1 block | DNA FID counter | VIM-2 inhibitor | IMP-1 inh | OXTR agonist | GalR3 antagonist | V1aR counter | NS3 helicase inh
Clc1ccc(OCCN2CCCCC2)cc1Cl | 1 | -8 | 12 | -4.3 | -0.9 | 0.3 | -11 | 2.1 | -11
CC(=O)Nc1cccc(OCCCNC(=O)C2CCC2)c1 | -8 | 0 | -4 | -2.4 | -3.0 | 0.5 | -1 | 0.1 | 6
COc1ccc(/C=C/C(=O)OCC(=O)NCc2ccco2)c(OC)c1 | -1 | -2 | -8 | 0.1 | -3.1 | -2.0 | -2 | -0.7 | 0
c1ccc(C(c2ccccc2)c2ccn[nH]2)cc1 | -2 | 15 | -19 | -2.8 | -3.2 | -0.3 | -11 | 0.0 | 3
CCCCN(Cc1cc2cc(OC)ccc2[nH]c1=O)S(=O)(=O)c1ccc(C)cc1 | -4 | 49 | 21 | -1.7 | -3.1 | -2.0 | 7 | 0.9 | -10
Nc1nnc(/C=C/c2ccccc2)s1 | 0 | 40 | 10 | -6.3 | -3.7 | -0.3 | -6 | -0.7 | 7
c1ccc(-c2csc(N3CCOCC3)n2)cc1 | -2 | 11 | -3 | -5.2 | -4.5 | -0.6 | -4 | -1.6 | 4
O=C1CN(C(=O)COC(=O)C2CC(=O)N(Cc3ccco3)C2)c2ccccc2N1 (stereo unspecified) | -9 | 11 | -25 | -1.8 | -2.2 | 0.9 | -3 | 0.8 | 17
O=C(CCC(F)(F)F)N1CCCC(CO)(CCc2ccccc2)C1 (stereo unspecified) | 4 | 19 | -30 | -2.8 | -4.0 | 0.2 | -12 | 0.3 | 5
O=C(NCc1ccc(Cl)cc1)c1cc2c(s1)CS(=O)(=O)C2 | 12 | 44 | -5 | 2.0 | 0.0 | 0.4 | 5 | 1.5 | 17
O=S(=O)(c1ccc(-c2csc(Nc3ccc(Br)cc3)n2)cc1)N1CCCC1 | -2 | 3 | 3 | -4.2 | -0.1 | -1.0 | -3 | 0.1 | 12
CCOc1ccc(C(C(=O)NC(C)(C)C)N(CCOC)C(=O)CCC(=O)Nc2ccccn2)cc1 (stereo unspecified) | -7 | 22 | -34 | -0.6 | -1.4 | 1.1 | -9 | 0.0 | -5
COc1ccccc1N1CCN(C(=O)C(CC(C)C)NC(=O)C2CCCCC2)CC1 (stereo unspecified) | -17 | 15 | -44 | -2.9 | -3.2 | -1.1 | -6 | -1.8 | -18
O=C(c1cc(COc2ccc(F)cc2Cl)on1)N1CCC(c2ccncc2)CC1 | 10 | 5 | -24 | -1.4 | -1.2 | 9.5 | -7 | 7.0 | -16
CSc1ccc(S(=O)(=O)N2CCC(C(=O)NCc3cccnc3)CC2)cc1 | -2 | 40 | -18 | -3.3 | -2.3 | 0.7 | 6 | 0.6 | 3
COC(=O)Cc1ccc(NC(=S)N2CCN(c3ccccn3)CC2)cc1 | -12 | . | -15 | -1.7 | -5.4 | 8.8 | -9 | 7.0 | -3
Cc1cc(C)cc(N(C(=O)CNC(=O)c2ccco2)C(C(=O)NC2CCCC2)c2ccncc2)c1 (stereo unspecified) | 6 | 8 | -37 | -3.5 | -5.9 | 0.1 | -3 | 0.8 | 5
O=C(COc1ccc(Cl)cc1)Nc1ccc2c(c1)OCO2 | -2 | 36 | -12 | -0.1 | -0.8 | 1.3 | -1 | 2.4 | -4
CCOc1ccc2ncc(S(=O)(=O)c3ccc(C)cc3)c(N3CCC4(CC3)OCCO4)c2c1 | -15 | -31 | -27 | -1.6 | -4.4 | -1.7 | 7 | -0.6 | -30
COc1ccc(OC)c(S(=O)(=O)N2CCC(C(=O)NC3CCCC3)CC2)c1 | -8 | 40 | -17 | -2.3 | -1.8 | 1.8 | 2 | 0.9 | -4
C(=N\N1CCOCC1)/c1cccs1 | -8 | 7 | 3 | -4.8 | -1.8 | -0.2 | 2 | 0.1 | -4
Cc1cc2oc(=O)cc(CSc3nnc(C)n3N)c2cc1C(C)C | 2 | 26 | -7 | -2.6 | -1.4 | -1.2 | . | 0.2 | 5
COc1ccc(OC)c2sc(NNC(=O)COc3ccccc3)nc12 | -1 | -47 | -23 | -8.1 | -5.6 | 0.7 | -5 | 1.1 | 2
CCOC(=O)Cc1csc(NC(=O)c2cccnc2)n1 | 9 | 13 | -7 | 0.1 | -0.2 | 3.0 | -5 | 0.9 | 5
Cc1ccc(CC2CC(=O)N(c3cc(C)ccc3C)C2=O)cc1 (stereo unspecified) | 25 | 44 | -17 | 0.6 | -0.5 | -1.1 | 7 | 1.1 | 14
O=C(Nc1ccc(F)c(F)c1)c1ccc(F)c(S(=O)(=O)N2CCOCC2)c1 | -5 | 14 | 0 | -0.8 | -2.7 | 12 | . | 10 | 2
CCN(C(=O)c1ccc(NC(=O)Cc2ccccc2)cc1)c1ccccc1 | -8 | 37 | -50 | -0.5 | -1.2 | . | -2 | . | -11
O=S(=O)(c1ccc2ccccc2c1)N1CCNCC1 | 6 | 34 | 0 | 0.4 | -3.7 | -1.6 | . | -0.4 | -4

Later entries.
SMILES | GPR7 antag | PHOSPHO1 block | DNA FID counter | VIM-2 inhibitor | IMP-1 inh | OXTR agonist | GalR3 antagonist | V1aR counter | NS3 helicase inh
CS(=O)(=O)c1cnc(-c2ccccc2)nc1Sc1ccc(F)cc1 | -20 | 18 | -11 | -0.7 | -3.6 | 0.1 | -8 | -0.2 | 7
O=C(CSc1nncs1)NC(=O)NC1CCCC1 | -16 | -3 | -1 | -3.3 | -3.1 | 0.5 | -6 | 0.8 | -2
O=C(Nc1ccccc1)OCc1cn(-c2ccc(Cl)cc2)nn1 | -1 | -5 | -5 | -2.1 | -1.5 | -1.7 | -5 | -1.5 | -4
O=C(c1ccccc1)N1CCN(c2ccc([N+](=O)[O-])c(NCc3ccco3)c2)CC1 | -9 | 0 | -21 | 2.2 | -1.4 | -1.9 | 0 | 0.2 | -14
Cc1nc(C(=O)N2CCCC(C(=O)c3cccc(OC(C)C)c3)C2)cs1 (stereo unspecified) | -7 | 26 | -37 | -2.6 | -2.2 | . | 0 | . | 3
O=C(CN1C(=O)CSc2ccc(S(=O)(=O)N3CCOCC3)cc21)NCCCN1CCOCC1 | -3 | -1 | 14 | -0.5 | -1.2 | -1.0 | -6 | -0.6 | 2
O=C(Nc1cccnc1)c1sc(Nc2ccccc2)nc1-c1ccccc1 | -7 | -16 | -12 | -1.8 | -2.5 | 6.8 | -1 | 1.8 | -3
